Screening results (PubChem BioAssay)
WRN inhibitor: WRN helicase (human) inhibition | Q14191 | WRN helicase unwinding, fluorescent forked duplex, kinetic | Potency, µM (titrated, usually from 114 µM), for the others: at the highest dose activity change, negative = inhibition, usual class: inhibitors | hit rate 0.46% among 360,000 | AID 651768; note: potency is the fitted concentration of half-maximal effect; % is set by controls: 0 for no effect and ±100 for the full control effect; nearly all actives have a fitted effect of over 55% in size
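Screening of the MLSMR collection measured strand separation of a quenched forked DNA duplex (100 nM) by 20 nM WRN with 2 mM ATP, all final. Compounds were preincubated with enzyme 15 min at room temperature.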
FUS yeast rescue: suppressors of FUS proteinopathy in yeast; S. cerevisiae FUS-expressing, growth rescue, OD600, 24 h; Potency, µM (doses to about 76.6 µM), for the others: at the highest dose growth rescue (activation), hits mostly activators; hit rate 0.24% among 390,000; AID 1347120;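 note: potency is the fitted concentration of half-maximal effect; plate controls were DMSO vehicle for no effect and reference control for full effect; nearly all actives have a fitted effect of over 55% in size; some results filed as inactive show a strong effect at the top dose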
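FUS-expressing yeast, raffinose-pregrown, induced in 2% galactose minimal medium at OD 0.005; compounds in a dilution series, 24hr at 30C. Growth restoration read as absorbance at 600 nm. CP55940 positive control, DMSO negative.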
EPAC1 agonist: EPAC1 (human) agonism; Potency, µM (series often up to 154 µM), inactives show top-dose activation, usual class: activators; EPAC1 agonist qHTS, biochemical assay; response scale: 100% = response to 6.5 mM cAMP; hit rate 0.073% among 360,000; note: potency is the fitted concentration of half-maximal effect; nearly all actives have a fitted effect of over 60% in size
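Normalized to 6.5 mM cAMP, activity reflects EPAC1-catalysed release of BODIPY-GDP from Rap1B, followed kinetically over 30 min at 480 nm excitation, 540 nm emission. Reaction contained 100 nM EPAC1, 250 nM Rap1B-BODIPY-GDP, 50 uM GDP.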
Abeta rescue: A-beta toxicity reversal in yeast; yeast expressing A-beta42, growth rescue, OD600, 48 h; response scale: 0% DMSO, 100% iron-clioquinol control; Potency, µM (doses to about 46.1 µM), for the others: at the top dose growth rescue, actives largely listed as activators; hit rate 0.063% among 410,000; note: potency is the fitted concentration of half-maximal effect; nearly all actives have a fitted effect of over 55% in size
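Growth rescue measured by 600 nm absorbance after 48 h yeast culture at 30 C with compound. Values normalized between DMSO and an equimolar ferric chloride plus clioquinol control.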
PI5P4K alpha inh: PI5P4K alpha (human) kinase inhibition; P48426; PI5P4Kalpha enzyme, ADP-Glo luminescence, 60 min; stronger effect = lower value; max response, %; hit rate 1.2% among 330,000; AID 652105; active = max response of -50% or lower; inconclusive = between -30% and -50%; inactive = -30% or higher; note: value at the top dose of about 77 µM; % is set by controls: 0 for no effect and ±100 for the full control effect
Target sequence (P48426 whole entry, looked up): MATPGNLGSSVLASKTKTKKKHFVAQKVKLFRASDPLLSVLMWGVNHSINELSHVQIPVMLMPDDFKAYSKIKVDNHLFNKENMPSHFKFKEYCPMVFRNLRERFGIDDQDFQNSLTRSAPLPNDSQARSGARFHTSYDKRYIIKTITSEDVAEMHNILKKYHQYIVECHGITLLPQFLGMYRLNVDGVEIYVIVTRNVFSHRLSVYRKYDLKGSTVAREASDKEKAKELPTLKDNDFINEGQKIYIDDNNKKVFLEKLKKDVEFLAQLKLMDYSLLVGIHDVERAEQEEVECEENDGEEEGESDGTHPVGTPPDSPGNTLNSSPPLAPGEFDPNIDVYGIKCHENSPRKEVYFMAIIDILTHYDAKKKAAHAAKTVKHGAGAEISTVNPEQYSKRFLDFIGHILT
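Luminescence from ADP-Glo served as readout of PI5P4Kalpha activity in a qHTS format. Reaction: enzyme, substrate, compound, ATP at 5 microM final, 60 min at RT.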
EPAC1 antag: antagonists of human EPAC1 | O95398 | AID 720709 | EPAC1 GEF assay, Rap1b-BODIPY-GDP exchange fluorescence | Potency, µM (highest dose often 115 µM), for inactives: top-dose activity change, negative = inhibition, actives largely listed as inhibitors | hit rate 0.14% among 360,000;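 note: potency is the fitted concentration of half-maximal effect; plate controls were vehicle for no effect and positive control for full effect; nearly all actives have a fitted effect of over 50% in size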
IL2 activator: IL-2 activation; AID 652025; hit rate 0.065% among 360,000; activation, % (series mostly up to about 46 µM); IL-2 activation reporter assay, cell-based qHTS; stimulated with anti-CD3/CD4/CD28 beads; in transgenic mouse T cells; in the data active = activation above about 50%; inconclusive = mostly about 30% to 49%; note: 0% is about no effect
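EGFP and DsRed fluorescence is measured by plate cytometry in unstimulated transgenic mouse T cells exposed to compound for 60 minutes, then stimulated 18 hours at 37 degrees C with anti-CD3/anti-CD4 beads plus anti-CD28.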
PLK1 PBD block: PLK1 (human) polo-box domain binding inhibition; Plk1 PBD binding of FITC phosphopeptide, fluorescence polarization; Potency, µM, for inactives: max response, negative = inhibition, actives largely listed as inhibitors; hit rate 2.8% among 360,000; AID 720504; note: potency is the fitted concentration of half-maximal effect; series mostly up to about 57 µM; % is set by controls: 0 for no effect and ±100 for the full control effect; nearly all actives have a fitted effect of over 65% in size
Target sequence (P53350 whole entry, looked up, the tested form may be a part): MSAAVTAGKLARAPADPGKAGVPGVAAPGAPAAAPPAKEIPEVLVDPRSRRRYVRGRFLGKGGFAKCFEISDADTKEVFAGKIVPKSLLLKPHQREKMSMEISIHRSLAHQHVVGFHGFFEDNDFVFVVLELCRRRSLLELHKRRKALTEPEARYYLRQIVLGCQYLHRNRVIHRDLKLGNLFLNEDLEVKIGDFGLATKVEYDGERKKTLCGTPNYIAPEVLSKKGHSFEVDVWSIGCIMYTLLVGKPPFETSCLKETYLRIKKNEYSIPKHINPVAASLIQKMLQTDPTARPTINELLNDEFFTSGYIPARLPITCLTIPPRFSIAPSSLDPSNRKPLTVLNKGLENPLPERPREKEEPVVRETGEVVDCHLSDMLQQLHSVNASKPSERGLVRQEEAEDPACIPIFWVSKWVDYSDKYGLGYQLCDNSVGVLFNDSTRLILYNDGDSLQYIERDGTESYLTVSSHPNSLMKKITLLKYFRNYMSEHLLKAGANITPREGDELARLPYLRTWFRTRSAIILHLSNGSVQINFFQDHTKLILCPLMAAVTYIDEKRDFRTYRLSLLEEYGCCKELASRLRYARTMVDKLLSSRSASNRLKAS
The depositor's hits bear a star; [ ] = dose if it differs, or a comment. Unless noted, calls come from the whole dose curve; as a rule, active = well fitted curve in the direction sought with a large enough effect; inconclusive = small, poorly fitted or top-dose-only effect, or another doubt; inactive = no such curve, though single readings can be large; an effect the other way counts as inactive or inconclusive.

`Cc1ccc(-c2nc(CSCC(=O)NC3CCN(Cc4ccccc4)CC3)c(C)o2)cc1` gave WRN inhibitor 3%, FUS yeast rescue 8%, EPAC1 agonist -2%, Abeta rescue -4%, PI5P4K alpha inh 0, EPAC1 antag 6%, IL2 activator -1.4 and PLK1 PBD block -7%.
Screening CCC1Oc2ccccc2N(CC(=O)NCCCN2CCOCC2)C1=O (stereo not drawn) returned WRN inhibitor 3%, FUS yeast rescue -6%, EPAC1 agonist 3%, Abeta rescue 0%, PI5P4K alpha inh 1, EPAC1 antag -10%, IL2 activator -0.5 and PLK1 PBD block -16%.
`Cn1c(=O)c2nc(NCc3ccccc3)sc2n(C)c1=O` gave WRN inhibitor 8%, FUS yeast rescue 8%, EPAC1 agonist -4%, Abeta rescue -6%, PI5P4K alpha inh -7, EPAC1 antag -3%, IL2 activator 0.2 and PLK1 PBD block -1%.
Cc1ccc(C(=O)OCC(=O)c2ccc(CC(=O)N3CCOCC3)s2)cc1C was read as WRN inhibitor 3%[11.6 µM], FUS yeast rescue 29%, EPAC1 agonist -3%, Abeta rescue -8%, PI5P4K alpha inh inconclusive, EPAC1 antag inconclusive, IL2 activator 0.6 and PLK1 PBD block -3%.
Screening Cc1ccc(-n2cccn2)c([C@@H]2C[C@H]3CN(C)C(=O)[C@]34CCCN24)c1 returned WRN inhibitor -3%, FUS yeast rescue 23%, EPAC1 agonist 8%, Abeta rescue -3%, PI5P4K alpha inh -1, EPAC1 antag 4%, IL2 activator -3.7 and PLK1 PBD block -7%.
`CC(=O)CCc1ccc(OCCCOc2cccc3cccnc23)cc1` gave WRN inhibitor 2%, FUS yeast rescue 1%, EPAC1 agonist 0%, Abeta rescue 14%, PI5P4K alpha inh -3, EPAC1 antag -9%, IL2 activator -0.2 and PLK1 PBD block -7%.
O=C(O)CCN1C(=O)C2CCCCC2C1=O (stereo not drawn) was read as WRN inhibitor 11%, FUS yeast rescue 20%, EPAC1 agonist -4%, Abeta rescue 2%, PI5P4K alpha inh 2, EPAC1 antag 3%, IL2 activator -2.8 and PLK1 PBD block -3%.
For Cc1ccc(Nc2nc(N)nc(COC(=O)C3=COCCO3)n2)cc1 the results were WRN inhibitor -9%, FUS yeast rescue -7%, EPAC1 agonist 1%, Abeta rescue -5%, PI5P4K alpha inh 0, EPAC1 antag -15%, IL2 activator -0.5 and PLK1 PBD block -9%.
CN(CCOc1ccccc1)CCOc1ccccc1 was read as WRN inhibitor 7%, FUS yeast rescue -3%, EPAC1 agonist 6%, Abeta rescue 5%, PI5P4K alpha inh -4, EPAC1 antag 20%, IL2 activator 0.8 and PLK1 PBD block -14%.
COc1ccc(NC(=O)Nc2cccc3c2O[C@H](CN(C)S(=O)(=O)c2cccs2)[C@@H](C)CN([C@H](C)CO)C3=O)cc1 was read as WRN inhibitor -6%, FUS yeast rescue inconclusive, EPAC1 agonist -30%, Abeta rescue 5%, PI5P4K alpha inh 4, EPAC1 antag -7%, IL2 activator -2.8 and PLK1 PBD block -11%.
For CC(NC(=O)COC(=O)C1=NN(c2ccccc2)C(=O)CC1)c1ccccc1 (stereo not drawn) the results were WRN inhibitor -7%, FUS yeast rescue 1%, EPAC1 agonist -5%, Abeta rescue -4%, PI5P4K alpha inh 0, EPAC1 antag 1%, IL2 activator -0.4 and PLK1 PBD block -2%.
For CCOC(=O)c1cc2c(n(-c3ccc(C)cc3)c1=O)CCCC2=O the results were WRN inhibitor 6%, FUS yeast rescue 9%, EPAC1 agonist 0%, Abeta rescue 18%, PI5P4K alpha inh 0, EPAC1 antag 15%, IL2 activator -3.3 and PLK1 PBD block 0%.
`CCOC(=O)C1=C(COC(=O)/C=C/c2ccccc2)NC(=O)NC1C` (stereo not drawn) gave WRN inhibitor -9%, EPAC1 agonist 3%, Abeta rescue -13%, PI5P4K alpha inh 3, EPAC1 antag -7%, IL2 activator 0.0 and PLK1 PBD block -9%.
Screening Cc1nc(SCc2nc3ccc(Cl)cc3[nH]2)c2oc3ccccc3c2n1 returned FUS yeast rescue inconclusive, EPAC1 agonist -6%, Abeta rescue 6%, EPAC1 antag -4% and IL2 activator -1.7.
For CC(C)CC(=O)NC(=S)Nc1ccccc1C(F)(F)F the results were WRN inhibitor -9%, FUS yeast rescue -6%, EPAC1 agonist -8%, Abeta rescue -2%, PI5P4K alpha inh -4, EPAC1 antag -8%, IL2 activator -1.2 and PLK1 PBD block -7%.
`COc1cc(CNCc2ccc(OC)c3ccccc23)cc(OC)c1OC` gave WRN inhibitor 5%, FUS yeast rescue -9%, EPAC1 agonist 2%, Abeta rescue -18%, PI5P4K alpha inh -2, EPAC1 antag 8%, IL2 activator -0.8 and PLK1 PBD block -8%.
For CCOc1ccccc1NC(=O)CCS(=O)(=O)c1cccs1 the results were WRN inhibitor 13%, FUS yeast rescue 9%, EPAC1 agonist -1%, Abeta rescue 0%, PI5P4K alpha inh 0, EPAC1 antag -13%, IL2 activator 3.9 and PLK1 PBD block -9%.
c1ccc(C[C@H]2CNCCN2CCC23CC4CC(CC(C4)C2)C3)cc1 was read as WRN inhibitor -1%, FUS yeast rescue -12%, EPAC1 agonist -5%, Abeta rescue -10%, PI5P4K alpha inh 1, EPAC1 antag -13%, IL2 activator -0.5 and PLK1 PBD block -13%.
CS(=O)(=O)N(CC(=O)NCCSCc1ccccc1Cl)c1ccc(F)cc1 was read as WRN inhibitor -9%, FUS yeast rescue -1%, EPAC1 agonist 1%, Abeta rescue -4%, PI5P4K alpha inh -1, EPAC1 antag inconclusive, IL2 activator -1.0 and PLK1 PBD block -14%.
For Cc1ccc(S(=O)(=O)NNC(=S)NC(=O)c2ccc([N+](=O)[O-])cc2)cc1 the results were WRN inhibitor -12%, EPAC1 agonist 10%, Abeta rescue 2%, PI5P4K alpha inh 9, EPAC1 antag -9%, IL2 activator 0.5 and PLK1 PBD block -18%.
Screening Cc1ccc(C)c(S(=O)(=O)ON2C(=O)c3ccccc3C2=O)c1 returned WRN inhibitor -15%, FUS yeast rescue 8%, EPAC1 agonist 9%, Abeta rescue -13%, PI5P4K alpha inh inconclusive, EPAC1 antag -17%, IL2 activator -3.4 and PLK1 PBD block 2.7µM*.
`[O-]/[N+](=C\c1ccc(OC(F)F)cc1)c1ccccc1` gave WRN inhibitor -14%, FUS yeast rescue inconclusive, EPAC1 agonist -4%, Abeta rescue -13%, EPAC1 antag 3%, IL2 activator -0.6 and PLK1 PBD block -11%.
Screening O=S(=O)(c1ccc(Cl)cc1)n1cnc2ccccc21 returned WRN inhibitor 4%, FUS yeast rescue -14%, EPAC1 agonist -7%, Abeta rescue 7%, PI5P4K alpha inh 4, EPAC1 antag -10%, IL2 activator -0.8 and PLK1 PBD block -5%.
Screening O=C(Cc1nc(-c2ccc([N+](=O)[O-])cc2)cs1)Nc1ccccc1 returned WRN inhibitor 4%, FUS yeast rescue 33%, EPAC1 agonist 6%, Abeta rescue 11%, EPAC1 antag 12%, IL2 activator -3.5 and PLK1 PBD block -8%.
Screening O=C(NC1(C(F)(F)F)NC(=O)N(CCc2ccccc2)C1=O)C1CC1 (stereo not drawn) returned WRN inhibitor 4%, EPAC1 agonist -1%, Abeta rescue 11%, PI5P4K alpha inh 0, EPAC1 antag -17%, IL2 activator 2.3 and PLK1 PBD block -5%.
Screening COc1cc2c(cc1NC(=O)CSc1nc3cc(Cl)ccc3s1)oc1ccccc12 returned WRN inhibitor 4%, FUS yeast rescue 5%, EPAC1 agonist -14%, Abeta rescue -6%, PI5P4K alpha inh -3, EPAC1 antag 0%, IL2 activator -0.1 and PLK1 PBD block -18%.
`CCNC(=O)OCC12CC3CC(CC(C3)C1)C2` gave WRN inhibitor 3%, EPAC1 agonist 2%, Abeta rescue 2%, PI5P4K alpha inh -4, EPAC1 antag -5%, IL2 activator -0.4 and PLK1 PBD block -8%.
Screening C=CCSc1nc2c(sc3nc(C)cc(C)c32)c(=O)[nH]1 returned WRN inhibitor -13%, FUS yeast rescue 12%, EPAC1 agonist 6%, Abeta rescue -14%, PI5P4K alpha inh -14, EPAC1 antag -3%, IL2 activator -4.3 and PLK1 PBD block inconclusive.
Screening O=C(COc1cccc(Cl)c1)N/N=C\c1cc2ccccc2nc1Cl returned WRN inhibitor 5%, EPAC1 agonist 6%, Abeta rescue -6%, PI5P4K alpha inh 0, EPAC1 antag 6%, IL2 activator -0.6 and PLK1 PBD block -13%.
`COc1ccccc1N1CCN(c2ncc(C(=O)N3CCN(c4cccc(Cl)c4)CC3)c3ccccc23)CC1` gave WRN inhibitor -1%, FUS yeast rescue 7%, EPAC1 agonist 0%, Abeta rescue -9%, PI5P4K alpha inh 7, EPAC1 antag 4%, IL2 activator -0.3 and PLK1 PBD block -5%.
For O=C(N/N=C/C=C\c1ccccc1[N+](=O)[O-])c1cccs1 the results were WRN inhibitor -11%, FUS yeast rescue 9%, EPAC1 agonist 8%, Abeta rescue 3%, PI5P4K alpha inh 1, EPAC1 antag -7%, IL2 activator -1.6 and PLK1 PBD block -3%.
Screening CCOC(=O)C1(C)CCN1C(=O)c1ccc(SC(F)(F)F)cc1 (stereo not drawn) returned WRN inhibitor -4%, FUS yeast rescue 11%, EPAC1 agonist -15%, Abeta rescue 18%, PI5P4K alpha inh 0, EPAC1 antag -24%, IL2 activator -0.8 and PLK1 PBD block -6%.

Arranged by molar mass (falling): some entries from above
Screening COc1cc2c(cc1NC(=O)CSc1nc3cc(Cl)ccc3s1)oc1ccccc12 returned WRN inhibitor 4%, FUS yeast rescue 5%, EPAC1 agonist -14%, Abeta rescue -6%, PI5P4K alpha inh -3, EPAC1 antag 0%, IL2 activator -0.1 and PLK1 PBD block -18%.
Screening O=C(COc1cccc(Cl)c1)N/N=C\c1cc2ccccc2nc1Cl returned WRN inhibitor 5%, EPAC1 agonist 6%, Abeta rescue -6%, PI5P4K alpha inh 0, EPAC1 antag 6%, IL2 activator -0.6 and PLK1 PBD block -13%.
`COc1cc(CNCc2ccc(OC)c3ccccc23)cc(OC)c1OC` gave WRN inhibitor 5%, FUS yeast rescue -9%, EPAC1 agonist 2%, Abeta rescue -18%, PI5P4K alpha inh -2, EPAC1 antag 8%, IL2 activator -0.8 and PLK1 PBD block -8%.
Screening O=S(=O)(c1ccc(Cl)cc1)n1cnc2ccccc21 returned WRN inhibitor 4%, FUS yeast rescue -14%, EPAC1 agonist -7%, Abeta rescue 7%, PI5P4K alpha inh 4, EPAC1 antag -10%, IL2 activator -0.8 and PLK1 PBD block -5%.
